Screens deposited in PubChem by several laboratories.
HIF-2a inh = HIF-2a inhibition; 786-0 RCC cells HIF-2a reporter, luciferase luminescence, overnight; inhibition, % at 18.8 µM; 360,000 tested, 0.72% active; AID 624352;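 active = inhibition of the luminescence signal of 40% or more relative to plate controls, in a single-dose primary screen at 18.75 µM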
CF NFkB inh = blocks PAF-induced NF-kB reporter in cystic fibrosis cells. 360,000 tested, 0.86% active. inhibition, % at 5 µM. KKLEB NF-kB-GFP reporter, GFP fluorescence overnight;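 active = at least 50% inhibition at 5 µM, scaled per plate between neutral and stimulator controls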;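 also: PAF is a Pseudomonas aeruginosa culture filtrate used as stimulus; plate controls were PAF-stimulated DMSO wells for no effect and unstimulated DMSO wells for full effect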
CaV13 ICDI inh = Disruptors of the CACNA1D IQ motif to Ca2+-dependent inactivation inhibitor domain association, primary screening, Förster resonance energy transfer in intact living …; HEK cells, CFP/YFP FRET ICDI-IQ, plate reader, 10 min; percent FRET-ratio fall versus neutral wells; inhibition, % at 12.3 µM; 340,000 tested, 0.098% active; AID 743397;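 active = mean replicate inhibition of at least 30% and at least 1% of replicates passing that level; inconclusive = only one of the two criteria is met; inactive = neither criterion is met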;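 also: 0% = median of the neutral control wells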
Peg3 prom inh = inhibitors of Peg3 promoter | inhibition, % at 20 µM | HeLa PEG-Prom luciferase reporter, luminescence, overnight | 360,000 tested, 1.7% active;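 active = inhibition of at least 50% at 20 µM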
PDI inh = blocks human protein disulfide isomerase activity. PDI insulin aggregation turbidity, A650, 90 min. inhibition, % at 10 µM. 350,000 tested, 0.052% active;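 active = mean inhibition across replicates of 30% or more, whatever share of single replicates reach that level; inconclusive = mean inhibition below 30% while every single replicate reaches 30%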;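 also: absorbance from insulin aggregation driven by PDI reduction with DTT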
Target sequence (P07237 whole entry, looked up): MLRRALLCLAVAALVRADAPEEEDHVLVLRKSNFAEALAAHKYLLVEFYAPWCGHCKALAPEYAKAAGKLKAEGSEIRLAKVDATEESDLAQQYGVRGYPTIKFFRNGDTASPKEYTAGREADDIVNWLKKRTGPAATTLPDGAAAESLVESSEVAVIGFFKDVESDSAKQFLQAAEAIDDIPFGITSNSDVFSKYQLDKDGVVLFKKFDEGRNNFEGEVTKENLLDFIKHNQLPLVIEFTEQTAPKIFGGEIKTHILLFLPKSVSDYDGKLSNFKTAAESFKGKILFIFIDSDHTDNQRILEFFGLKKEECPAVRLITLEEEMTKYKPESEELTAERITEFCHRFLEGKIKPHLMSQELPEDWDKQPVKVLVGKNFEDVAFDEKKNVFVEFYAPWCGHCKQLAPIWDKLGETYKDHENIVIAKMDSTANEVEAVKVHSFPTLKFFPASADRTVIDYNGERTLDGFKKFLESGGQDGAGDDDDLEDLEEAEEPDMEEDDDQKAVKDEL
NR2E3 ag-1 = human photoreceptor-specific nuclear receptor agonism; CHO-S Gal4-NCOR/VP16-NR2E3 two-hybrid, luciferase; inhibition of corepressor binding, % at 3.98 µM; 360,000 tested, 0.35% active; AID 602229;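 active = inhibition above the mean of all tested compounds plus 3 SD, cut at about 70% in these data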;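 also: 0% = DMSO with NR2E3 transfected cells and 100% = cells lacking NR2E3 construct; higher means lower luciferase signal from less NR2E3 corepressor binding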
Target sequence (Q9Y5X4 whole entry, looked up, the tested form may be a part): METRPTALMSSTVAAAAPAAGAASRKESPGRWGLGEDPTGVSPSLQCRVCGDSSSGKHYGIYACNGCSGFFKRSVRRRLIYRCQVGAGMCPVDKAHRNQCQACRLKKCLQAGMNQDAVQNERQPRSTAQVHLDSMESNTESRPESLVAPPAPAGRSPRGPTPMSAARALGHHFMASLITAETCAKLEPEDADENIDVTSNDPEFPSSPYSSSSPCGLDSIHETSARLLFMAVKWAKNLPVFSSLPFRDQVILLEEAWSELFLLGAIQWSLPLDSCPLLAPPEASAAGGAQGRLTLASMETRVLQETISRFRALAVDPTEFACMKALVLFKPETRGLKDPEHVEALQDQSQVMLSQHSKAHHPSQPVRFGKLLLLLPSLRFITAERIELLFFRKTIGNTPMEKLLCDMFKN
KKLEB tox = CF airway cell cytotoxicity counter-screen | 360,000 tested, 0.36% active | activity change (cytotoxicity), % at 5 µM | KKLEB CF airway cells viability, ATPlite luminescence, overnight; hits give low values; cells stimulated with P. aeruginosa culture filtrate;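 active = corrected activity change at or below -50% at 5 µM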
MITF TRPM1 inh = reduces MITF-dependent TRPM1 promoter luciferase signal. 330,000 tested, 0.83% active. AID 488899. SK-MEL-5 TRPM1 promoter luciferase, 24 h. inhibition, % at 12.5 µM;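 active = mean inhibition across replicates of 60% or more, whatever share of single replicates reaches that level; inconclusive = some that reach 60%, reason not given; inactive = mean inhibition across replicates below 60%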; also: values of inactives mirror those of a sister screen read the other way
Shn3 3UTR inh = reduces Shn3 3'UTR luciferase signal in osteoblasts; Clone20 osteoblast Shn3 3'UTR firefly luciferase, 24 h; inhibition, % at 12.5 µM; 360,000 tested, 0.52% active;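 active = mean inhibition of at least 75% with every replicate also reaching 75%; inconclusive = mean inhibition at least 75% but some replicate below; inactive = mean inhibition below 75%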;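 also: 0% = median of neutral control wells and 100% = pilot-screen positive control compound; some compounds past the cut are filed as inactive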
Vif inh = HIV Vif inhibition; HEK293T cells, Vif self-association by quenched fluorescence, imaging, 24 h; inhibition, % at 7.49 µM; 340,000 tested, 0.35% active; AID 602346; in the data active = inhibition above about 50%, passing the limit was not always enough; inconclusive = no clear call, values can overlap the other calls; inactive = below about 31%; also: some results filed as inactive read as strong as hits
NR2E3 ag-2 = activates human photoreceptor nuclear receptor NR2E3; Q9Y5X4; GST-NR2E3/biotin-RetCOR TR-FRET, 1536-well; inhibition of corepressor binding, % at 4.78 µM; 320,000 tested, 0.12% active; AID 2300;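 active = percent inhibition above the cutoff of mean plus 3 SD of all tested compounds, set per screening campaign, cut at about 20% in these data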;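 also: 0% = DMSO wells and 100% = biotin wells as full block of FRET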
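Material: NR2E3–RetCOR corepressor complex / Incubation: Compound–protein incubation for 5 h at 4 °C / Dosing: compound at 4.8 µM, single dose / Detection: time-resolved FRET / Benchmarks: high control biotin, low control 0.6% DMSO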
The depositor's hits bear a star; ? = inconclusive; nt = no result given; & = joins results of further samples.

SMILES	HIF-2a inh	CF NFkB inh	CaV13 ICDI inh	Peg3 prom inh	PDI inh	NR2E3 ag-1	KKLEB tox	MITF TRPM1 inh	Shn3 3UTR inh	Vif inh	NR2E3 ag-2
O=C(COC(=O)/C=C/c1cccc(Br)c1)NC1CCCCCC1	9	-21	-15	5	-13	-12	11	-4	11	-5	1
CCCCCc1cc(=O)oc2c(C(CCN3CCCC(C)C3)c3ccc4c(c3)OCO4)c(OC)cc(OC)c12 (stereo unspecified)	15	21	-9	98*	1	-18	-1	10	-28	7	-3
CCOC(=O)[C@@H]1[C@H]2COc3cc(OC)ccc3[C@@H]2N2C(=O)N(c3ccc(F)cc3)C(=O)[C@@]12C	6	-1	-7	-9	-14	-6	0	-5	-8	2	nt
Cc1ccc(-c2csc3nc(C)n(-n4c(C)ccc4C)c(=O)c23)o1	-1	3	-6	17	-7	-20	4	0	17	?	-1
Cc1cccc(NC(=S)N2CCN(c3ccccc3F)CC2)c1C	20	-2	-1	7	10	6	3	4	2	1	3
CC(C)(C)OC(=O)N1CCN(c2ccc(NC(=O)Cn3nnc(-c4ccccc4)n3)cc2)CC1	15	-11	-4	32	3	-9	5	0	10	nt	-1
CC(C)(C)OC(=O)C[C@H]1C/C=C\C[C@@H](CC(=O)N[C@H](CO)Cc2ccccc2)C(=O)NC[C@H](c2ccccc2)OC1=O	18	18	-12	6	5	-20	0	0	-1	-4	nt
COC(=O)/C(=C1/Oc2ccc(C)cc2S1)C(F)(F)F	-183	-8	-5	-176	15	-4	12	-57	-34	-4	-2
CC(C)c1cc(NCCOCCO)n2c(nc3ccccc32)c1C#N	17	-5	-4	15	-1	-38	2	12	8	-11	-1
CC(=O)c1cccc(NCC(=O)N2CCN(S(=O)(=O)c3ccccc3)CC2)c1	8	19	-2	4	9	7	2	-1	18	-5	-1
CN1CCN(c2oc(Cc3cccc4ccccc34)nc2C#N)CC1	1	14	-4	2	9	14	-18	-11	nt	0	2
COc1ccc(NS(=O)(=O)c2ccc(C)c(C(=O)NCC(c3ccco3)N(C)C)c2)cc1 (stereo unspecified)	7	-5	-6	-2	15	-2	-7	-2	-14	-5	-2
O=c1c2cccnc2[nH]c(=S)n1CCCN1CCN(c2ccc(F)cc2)CC1	17	-15	-7	22	3	11	1	-4	9	1	5
CCC1CCCCN1CCCNC(=O)c1ccc(CS(=O)(=O)Cc2ccc(Cl)cc2)o1 (stereo unspecified)	5	0	-2	1	9	0	14	-15	-11	0	0
CCN(CC(=O)NC(C)(C)C)C(=O)C(c1ccccc1)c1ccccc1	12	15	1	-5	-14	-3	-1	-10	-1	-2	-7
CC(C)C(CCNC(=O)CN1C(=O)c2ccccc2C1=O)c1ccco1 (stereo unspecified)	9	-3	-5	11	-2	-12	2	2	-5	-4	-3
Cc1ccc(C)c(OCc2cc(C(=O)N3CCC(N4CCCC(O)C4)CC3)no2)c1 (stereo unspecified)	-16	2	-7	-16	2	-5	2	-7	-26	-2	1
O=C(Cc1ccc(F)cc1)c1ccc(O)cc1O	-72	31	-6	-83	1	-63	-3	-50	-46	-7	3
CN(C)C(/C=C/Nc1ccc(O)cc1)=C(C#N)C#N	13	-7	-3	7	0	8	4	-3	14	2	0
O=C(CCN1C(=O)C2C3CCC(C3)C2C1=O)Nc1cccc(Cl)c1 (stereo unspecified)	-16	-22	-6	-5	14	13	8	3	-7	-1	3
CCOCc1cnc(C)nc1NCC(=O)c1c(C)n(C)c2ccc(OC)cc12	23	-6	-3	11	3	-18	5	15	-5	13	nt
CCn1c2ccc(/C(C)=N\O)cc2c2cc(/C(C)=N\O)ccc21	0	-10	-1	-4	4	-19	7	5	18	4	-1
Cc1ncsc1C(=O)N1CCCC(CNS(=O)(=O)c2cccs2)C1 (stereo unspecified)	-10	2	-4	10	2	20	7	2	-14	-3	-1
CC1CCCN(c2ccc3nc4ccccc4c(=O)n3n2)C1 (stereo unspecified)	-64	-10	-8	-18	4	-137	-19	20	-9	-5	-5
Cc1noc(C)c1COc1ccc(C(=O)NNC(=O)c2ccccc2O)cc1	18	24	-6	10	-2	-2	-15	-2	14	0	0
COc1ccc(OC)c(CNn2c(-c3cccc(C)c3)nc3ccccc3c2=O)c1	-2	-4	nt	13	2	-12	19	1	38	nt	4
O=C(CN(C(=O)Cn1nnc(-c2ccc(F)cc2)n1)C1CCCC1)NC1CCCC1	-1	8	-4	22	-6	-2	4	-2	5	67*	0
N#CCCN(Cc1cccnc1)C(=S)NC1CC2C=CC1C2 (stereo unspecified)	18	-2	-4	12	5	-4	-6	6	-3	1	2
CCOC(=O)c1cnc(SCC(=O)Nc2ccc3c(c2)OCCO3)nc1N	-44	5	-5	-31	-13	-22	-11	-3	22	nt	1
Cn1c(CNC(=O)c2ccco2)nnc1SCC(=O)c1ccc(Br)cc1	-2	-2	-3	2	-9	-5	2	-3	-99	7	3
CCC(C)(C)NC(=S)Nc1ccc(-c2nc3ccc(C)cc3s2)cc1	-140	-12	-15	-165	-10	-139	-5	-32	-9	-4	3
COc1ccc(NC(=O)CN(C)S(=O)(=O)c2ccc3c(c2)c(=O)n(C)c(=O)n3C)cc1	8	12	-16	13	-2	-5	1	5	13	3	2
CCN(CC)Cc1c(C(=O)N2CCc3ccccc3C2)nc2ccc(Cl)cn12	7	4	-5	9	-2	-6	10	22	6	-4	1
Cc1ccc[n+](C(C(=S)NCc2ccco2)=C([O-])c2ccccc2Cl)c1	13	-18	-9	10	-4	6	12	-4	-2	5	nt
Cc1ccc(NC(=O)CO/N=C(\N)c2ccccc2)cc1C	-11	-15	-10	-12	-7	-29	7	-8	89*	4	nt
CN(C)C(=O)c1nc2ccccc2s1	-138	-10	-14	-101	0	-22	-2	-25	-49	5	-1
CCO/N=C/c1ccc(OC)c(Oc2nc(OC)cc(OC)n2)c1	10	-1	-13	22	-14	-28	3	16	-6	2	1
C[C@H](CO)N1C[C@H](C)[C@@H](CN(C)S(=O)(=O)c2ccccc2)Oc2ccc(NC(=O)CCC(F)(F)F)cc2C1=O	14	17	-11	-23	-3	13	-12	-4	-6	4	nt
COC(=O)c1cccnc1-n1c(=O)c2cccnc2n(CC(=O)Nc2ccc(Br)cc2)c1=O	21	7	-5	0	12	-9	3	3	0	-2	0
COCn1c(-c2ccccc2)nc2ccccc21	-48	4	-6	-32	6	7	-6	-6	-3	3	-2
COc1ccccc1N1CCN(Cc2cc(=O)oc3ccccc23)CC1	4	-9	-10	8	nt	-23	-4	nt	-1	0	nt
S=C1NC2=C(CCC/C2=C\c2ccc(Cl)cc2)C(c2ccc(Cl)cc2)N1 (stereo unspecified)	-13	3	-2	5	0	-33	17	-1	-1	11	-5
COc1ccc(/C(N)=N/OC(=O)Cc2ccc(C)cc2)cc1OC	-115	-3	-19	-22	-3	-11	-9	11	14	4	-2
COc1ccccc1CC(=O)Nc1ccc2c(c1)CCC2	-88	-6	-6	-53	1	1	25	-3	-20	-7	0
CCOC(=O)N1CCN(C(=O)COC(=O)COc2c(C)cc(C)cc2C)CC1	9	-20	-5	-9	7	-4	1	5	12	2	4
C[C@@H]1CN([C@H](C)CO)C(=O)CCCn2nncc2CO[C@H]1CN(C)Cc1ccncc1	9	-22	-3	-5	4	-27	3	nt	-26	0	nt
CC(=O)OCCNc1cc(SC(C)C)c2nonc2c1[N+](=O)[O-]	-2	-16	5	16	0	-24	1	1	-6	-10	0
O=C(O)COc1ccc(/C=N/O)cc1Br	6	4	-2	4	-4	-1	14	-3	22	-3	-3
COc1ccccc1-c1nc(C(=O)NCC2CCCO2)cc2c1[nH]c1ccccc12 (stereo unspecified)	20	-18	nt	25	nt	-10	8	nt	-12	-28	0
CCOC(=O)[C@@H]1[C@H]2COc3cc(OC)ccc3[C@H]2N2C(=O)N(c3cccc(Cl)c3)C(=O)[C@]12C	7	10	nt	15	5	-17	-2	-3	37	-1	-1
(continued)
SMILES	HIF-2a inh	CF NFkB inh	CaV13 ICDI inh	Peg3 prom inh	PDI inh	NR2E3 ag-1	KKLEB tox	MITF TRPM1 inh	Shn3 3UTR inh	Vif inh	NR2E3 ag-2
O=C(NN1C(=O)C2C(c3ccccc3)C=CC(c3ccccc3)C2C1=O)c1ccncc1 (stereo unspecified)	-2	8	-21	6	7	-15	-20	4	6	-2	6
COc1ccc(CCNS(=O)(=O)c2ccc3c(c2)NC(=O)C(C)S3)cc1OC (stereo unspecified)	12	-2	0	0	10	8	-3	11	36	1	3
NC(=O)C[n+]1cccc(CNC(=O)c2ccc(OC(F)F)cc2)c1	17	-17	4	10	1	-2	4	-1	-5	10	5
c1ccc(CCC2=NCCn3cccc32)cc1	-7&-2	-5&2	-16&-6	-6&2	3&6	-4&11	10&4	7&-17	-19&6	9&-2	1
O=C(Cn1c(=O)c2c(ncn2Cc2ccccc2)n(Cc2ccccc2)c1=O)NC1CC1	9	2	-6	-3	-5	-7	8	1	25	1	0
CCOc1ccccc1NC(=O)C1CC2CCCC(C1)C2=O (stereo unspecified)	3	2	-4	7	2	-8	6	3	8	2	-1
CCC(C)Nc1nc(N)c([N+](=O)[O-])c(Nc2cc(OC)ccc2OC)n1 (stereo unspecified)	22	38	9	47	-9	1	-21	5	5	-8	4
CC1Cc2ccccc2N1c1ncnc(N)c1[N+](=O)[O-] (stereo unspecified)	35	85*	-7	17	2	-15	-17	34	16	-3	-1
CCN(CC(=O)N1CCc2ccccc2C1)S(=O)(=O)c1ccc2ccccc2c1	22	-10	-5	15	-3	-1	0	13	6	-6	0
CCCCn1c(CCNC(=O)c2cccs2)nc2ccccc21	24	-15	-3	11	-2	11	5	3	3	-3	2
Cc1cc(NC(=O)CSc2sc3c(O)cc(=O)[nH]c3c2C#N)ccc1Br	6	-9	-4	4	-4	-55	3	5	-1	7	10
O=C(Nc1cccc2ccccc12)NC(Cc1ccccc1)C(=O)O (stereo unspecified)	14	-16	-2	21	12	14	0	8	2	-7	0
COc1cccc(C2=NOC(C(=O)Nc3cccnc3Cl)C2)c1 (stereo unspecified)	8	6	-4	7	4	-27	-11	1	-18	-2	4
CSc1ccc(C2=C/C(=C3/SC(=S)NC3=O)c3ccccc3O2)cc1	-14	16	-3	-17	-1	23	-12	47	-12	1	nt
Cc1ccc(-n2c(C)cc(/C=N/NC(=O)CN(c3ccc(C)cc3C)S(C)(=O)=O)c2C)cc1	-2	-13	-5	6	3	-17	-5	8	14	2	-2
CN(C)c1nc2sc3c(c2c(=O)n1C)CC(C)(C)OC3	-36	-1	-5	-23	7	-23	0	-8	-19	-11	3

Outcome played no part in choosing rows; 3.3% or so of the library scored in one or more.
